Bioassay records (PubChem)
Bcl-B TR3 displacers = displacers of TR3 peptide from Bcl-B, primary screen, selectivity assay for Bfl-1 inhibitor project, biochemical, fluorescence polarization; FP displacement of FITC-TR3 peptide from Bcl-B; higher % means a stronger effect; displacement, % at 20 µM, or IC50 in µM where a hit was titrated; 96,000 compounds, 0.11% hits; AID 748;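 active means displacement above 50% at 20 µM plus a fluorescence interference ratio under 1.5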;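 further: plate controls were wells without compound for no effect and wells lacking Bcl-B protein for full effect; a part of the inactive calls stands beside numbers as strong as those of hits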
PLAP inhibitors HTS = inhibition of human placental alkaline phosphatase – biochemical, luminescence, HTS (AID 690). purified PLAP, luminescent substrate; higher % means a stronger effect. one-dose inhibition, % at 20 µM; IC50 in µM for titrated hits. 96,000 compounds, 0.08% hits; in the data active means a potency from the dose series; inactive means the rest, 99 in 100 with inhibition below about 30%; further: strong numbers were not always called active
IL1B NFkB pot = enhances IL-1B driven NFkB nuclear translocation | HUVEC IL-1B NFkB p65 nuclear translocation imaging | activation, % at 2 µM | 94,000 compounds, 0.3% hits;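 active means activation above 40%, about the mean plus 3 SD, also judged a hit on visual image review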;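 further: percent activation is computed from the nuclear over cytoplasmic p65 intensity ratio; values of inactives mirror those of a sister screen read the other way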
IL1B NFkB inh = blocks IL-1B driven NFkB nuclear translocation in HUVEC cells; inhibition, % at 2 µM; AID 796; HUVEC IL-1B NFkB p65 nuclear translocation imaging; 94,000 compounds, 0.43% hits;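 active means inhibition above about 30% together with a positive call from visual inspection of the well image, limit read from the data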;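 further: nuclear over cytoplasmic p65 intensity ratio measured by imaging; 0% = IL-1B stimulated DMSO wells and 100% = unstimulated DMSO wells; values of inactives mirror those of a sister screen read the other way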
MRP reversal = reverses drug resistance mediated by MRP; H69AR cells + 2 uM doxorubicin, CellTiter-Glo, 72 h; differential viability (reversal), % at 10 µM; 85,000 compounds, 0.04% hits;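 active means viability drop by adding the cancer drug above about 55%, with treated viability meeting a 40% cutoff, limit read from the data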;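 further: viability without doxorubicin minus viability with 2 µM doxorubicin for each compound; larger differential means the compound sensitizes cells more to doxorubicin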
MRP reversal cytotoxicity = second read-out of MRP reversal, no call of its own (marks repeat the call); viability, %; H69AR cells, CellTiter-Glo, 72 h; measured here: cytotoxicity without doxorubicin
MRP reversal with doxorubicin = recorded beside MRP reversal, whose call it bears; viability, %; measured here: viability with 2 uM doxorubicin; active compounds read low
IL1B NFkB inh cell count 2 µM = second read-out of IL1B NFkB inh, no call of its own (marks repeat the call); cell count; measured here: cells passing quality filter;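 raw number of nuclei counted in each imaged well without normalization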
IL1B NFkB pot cell count 2 µM = second read-out of IL1B NFkB pot, no call of its own (marks repeat the call); cell count; measured here: cells passing quality filter
An asterisk follows results filed as active; x = not tested or not shown.

SMILES	Bcl-B TR3 displacers	PLAP inhibitors HTS	IL1B NFkB pot	IL1B NFkB pot cell count 2 µM	IL1B NFkB inh	IL1B NFkB inh cell count 2 µM	MRP reversal	MRP reversal cytotoxicity	MRP reversal with doxorubicin
CC(C)OC(=O)Cn1nnc(-c2ccccc2)n1	-12%	8%	-4	58	4	58	20	109	88
CCc1nc(N[C@@H](CC(C)C)C(=O)O)c2oc3ccccc3c2n1	-3%	-18%	0	160	0	160	-9	98	108
CC(C)(C)OC(=O)NC(CCNC=C1C(=O)OC(C)(C)OC1=O)C(=O)O (configuration not stated)	1%	-9%	20	165	-20	165	-11	92	103
COC(=O)C1=C(N)Oc2cc(C)n(Cc3cccnc3)c(=O)c2C1c1ccc(OC)c(OC)c1OC (configuration not stated)	0%	-50%	-2	70	2	70	0	97	96
COC(=O)c1ccc(C(=O)OC)c(NC(=O)c2cc3ccccc3o2)c1	x	x	18	138	-18	138	2	100	98
CC(=O)c1cccc(NC(=O)N2CCCC2C(=O)NCc2ccccc2)c1 (configuration not stated)	-3%	-7%	x	x	x	x	4	96	92
CCn1cc(C(=O)Nc2ccc(OC)c(OC)c2)c2cc(OC)c(OC)cc2c1=O	-14%	-81%	6	176	-6	176	10	79	69
Cc1nn(CC(O)COc2ccc3c(c2)CCC3)c(C)c1C (configuration not stated)	-10%	8%	3	181	-3	181	-6	84	90
CC(C)CC(=O)N1CCC(O)(CS(=O)(=O)Cc2ccc(Cl)cc2)CC1	2%	-10%	-1	129	1	129	x	x	x
NC(=O)C1CCCN(S(=O)(=O)c2ccccc2)C1 (configuration not stated)	-4%	-3%	-9	69	9	69	6	101	95
CCn1nc(C)c(C(=O)Nc2cc(Oc3ccc(Cl)cc3)cc([N+](=O)[O-])c2)c1C	-7%	-61%	-5	161	5	161	x	x	x
CCOC(=O)C1=C(C)Nc2nnnn2C1c1ccccc1Cl (configuration not stated)	x	x	46*	137*	-46	137	7	86	78
CC1CC(C)CN(CCCn2c(=S)[nH]c3ccccc3c2=O)C1 (configuration not stated)	-10%	-78%	3	49	-3	49	-2	98	100
CC1Cc2ccccc2N1Cc1nc2cc(Cl)ccc2c(=O)[nH]1 (configuration not stated)	-11%	-13%	-24	189	24	189	-43	25	69
CCOC(=O)c1c(NC(=O)CCN2C(=O)c3ccccc3C2=O)sc(C(=O)OC(C)C)c1C	1%	-55%	4	147	-2	182	x	x	x
O=C(Nc1nc(-c2ccncc2)cs1)c1ccc(S(=O)(=O)N2CCOCC2)cc1	-15%	-14%	6	131	-6	131	1	82	81
O=C(NC1CCCCCCC1)c1ccco1	-70%	16%	12	174	-12	174	15	103	87
COCCn1c(=NC(=O)CSC(C)=O)sc2cc(OC)ccc21	0%	11%	x	x	x	x	-9	65	74
COc1ccc(Sc2nc3ccccc3n3c(C(F)(F)F)nnc23)cc1	0%	2%	-13	152	13	152	x	x	x
COc1cc(C(=S)N2CCCC2)cc(OC)c1O	5%	-2%	17	210	-17	210	-2	92	94
CC(C)(C)c1nc(NCC2CCCO2)c2nnn(Cc3ccccc3)c2n1 (configuration not stated)	1%	-8%	3	68	-3	68	6	99	93
CC(=O)c1cccc(Nc2nc(-c3cccc([N+](=O)[O-])c3)cs2)c1	10%	-13%	8	104	-8	104	x	x	x
O=C(NCCCO)c1ccc2[nH]c3c(c2c1)CCCC3	1%	13%	83*	211*	-83	211	-27	53	80
CC(C)c1cc(NC(=O)CSc2nnc(-c3ccccc3F)n2C)on1	2%	-48%	x	x	x	x	1	94	93
Cc1nc2ccc(S(=O)(=O)NC(C(=O)NC3CCCC3)C(C)C)cc2s1 (configuration not stated)	-3%	-3%	-4	158	4	158	4	97	93
CC(C)Oc1ccc(C(=O)CCN2CCCCC2)cc1	x	x	13	113	-13	113	4	95	91
Cc1ccccc1P(=O)(CO)c1ccccc1C	-2%	-5%	2	198	-2	198	9	105	95
Cc1ccc(-c2nn(C)c(=O)c3ccccc23)cc1CNS(C)(=O)=O	-8%	-20%	0	168	0	168	-4	97	101
CCN(CC)S(=O)(=O)c1cccc(-c2nnc(SCC(=O)c3cc(C)n(C4CC4)c3C)o2)c1	-19%	-53%	x	x	x	x	4	67	64
Cc1ccc(N2CC(C(=O)Nc3ccncc3)CC2=O)cc1 (configuration not stated)	-2%	-21%	28	141	-28	141	6	103	97
COCCn1nnnc1C(CC(C)C)N1CCN(C(=O)c2ccco2)CC1 (configuration not stated)	4%	11%	x	x	x	x	6	100	94
O=C(CCn1c(=O)sc2ccccc21)Nc1nccs1	-3%	30%	-2	172	2	172	-4	80	84
Cc1ccccc1C(=O)N1CCN(c2ncnc3c2cnn3-c2ccccc2)CC1	2%	1%	-5	158	5	158	-17	42	59
O=c1[nH][nH]c(C(F)(F)F)c1C=NCc1cccc(Cl)c1	5%	-60%	-12	174	12	174	0	100	100
FC(F)(F)c1cc(-c2ccccc2)nc(N2CCCCCC2)n1	1%	1%	4	133	-4	133	5	97	93
O=C(CSc1nc(-c2ccccc2)c(-c2ccccc2)o1)Nc1nnc(-c2ccccc2)s1	4%	12%	5	131	-5	131	x	x	x
O=C(Nc1ccccc1C(F)(F)F)NC1CCCCCCC1	-1%	3%	-9	70	9	70	16	100	84
CCN(CC)C(=O)c1cc2sc3ccccc3c2s1	-5%	-34%	x	x	x	x	16	78	63
Cc1ccc(NC(=O)C2C3C=CC4(CN(Cc5cccnc5)C(=O)C24)O3)cc1F (configuration not stated)	2%	-5%	x	x	x	x	7	89	82
CCCc1cc2c(cc1NC(=O)c1ccccc1Cl)OCO2	-1%	1%	-2	97	2	97	x	x	x
CCCNC(=O)CN(C1CCCCC1)S(C)(=O)=O	-3%	-8%	23	158	-23	158	x	x	x
COc1cccc(CSc2nnc(C(F)(F)F)n2Cc2ccc(F)cc2)c1	-14%	-6%	-8	150	8	150	x	x	x
Clc1ccc2ncc(-c3nnnn3-c3ccccc3)c(-c3ccccc3)c2c1	-2%	-14%	x	x	x	x	x	x	x
Cc1nc2cc3ccccc3cc2c(=O)[nH]1	-2%	9%	-10	194	10	194	x	x	x
COc1ccc(-c2noc(CSc3nc4sc(C)c(C)c4c(=O)n3-c3ccccc3)n2)cc1OC	-6%	-59%	1	96	-1	96	x	x	x
COC(=O)c1scc(C)c1NC(=O)Cc1ccccc1	2%	10%	12	124	-12	124	x	x	x
CC(=O)COC(=O)c1cccc(N2C(=O)C3C4C=CC(C4)C3C2=O)c1 (configuration not stated)	4%	14%	x	x	x	x	1	94	93
Cc1cc2nc(NC3=NCN(Cc4ccc5c(c4)OCO5)CN3)nc(C)c2cc1C	9%	-27%	x	x	x	x	-17	23	40
O=C(NCC1CCCO1)c1sc(=S)n2c1[nH]c(=O)c1ccc(C(=O)N3CCCCC3)cc12 (configuration not stated)	7%	-24%	-6	139	6	139	0	73	73
Cc1cc(=O)oc2cc(OCc3nnc(-c4ccccc4Br)o3)ccc12	-9%	11%	13	177	-13	177	-29	50	79
COC1(c2cc(-c3ccccc3)nc(N)n2)CCCCC1	18%	2%	1	79	-1	79	-6	76	82
C=CCc1cccc2cc(C(=O)N3CCN(C(=O)OCC)CC3)c(=O)oc12	-8%	-20%	7	128	-7	128	x	x	x
c1ccc(CNC2=NCCCC2)cc1	-13%	-2%	1	146	-1	146	-1	101	103
O=c1ccc2c(o1)/C(=C/C=C(Cl)Cl)CCC2	3%	14%	x	x	x	x	11	83	71
CCCCC1CC(C)(C(=O)CSc2nc3ccccc3s2)OC1=O (configuration not stated)	-1%	-52%	-13	113	13	113	-7	82	89
CCC(Sc1nc(-c2ccccc2)cc(=O)[nH]1)C(=O)O (configuration not stated)	-1%	6%	36	105	-36	105	-4	97	101
COc1ccc(C(=O)/C=C(\C)Nc2ccc(NC(C)=O)cc2)cc1	2%	4%	1	113	-9	162	x	x	x
CC1(C)CC(=O)C(C=N)=C(O)C1	0%	3%	x	x	x	x	10	107	97
N#C/C(C(=O)c1ccccc1)=C1/SC=C(N)N1c1ccccc1	-57%	1%	-16	122	16	122	3	85	82
Nc1nnc(CC2=CCCCC2)s1	-6%	10%	0	161	0	161	-2	98	100
CCOc1ccc(-n2cc(C(=O)N3CCC(C)CC3)c3cc(OC)c(OC)cc3c2=O)cc1	-1%	-50%	5	75	-5	75	-18	62	79
CCN(CC)CCCNC(=O)c1ccc(Cl)c(S(=O)(=O)Nc2ccccc2OC)c1	13%	-26%	18	171	-18	171	x	x	x
COc1ccc(NC(=O)NC(C)(C(F)(F)F)C(F)(F)F)cc1	-1%	-4%	8	122	-8	122	8	94	85

Part of the list above in order of SMILES length, largest number first:
SMILES	Bcl-B TR3 displacers	PLAP inhibitors HTS	IL1B NFkB pot	IL1B NFkB pot cell count 2 µM	IL1B NFkB inh	IL1B NFkB inh cell count 2 µM	MRP reversal	MRP reversal cytotoxicity	MRP reversal with doxorubicin
CCOc1ccc(-n2cc(C(=O)N3CCC(C)CC3)c3cc(OC)c(OC)cc3c2=O)cc1	-1%	-50%	5	75	-5	75	-18	62	79
Clc1ccc2ncc(-c3nnnn3-c3ccccc3)c(-c3ccccc3)c2c1	-2%	-14%	x	x	x	x	x	x	x
O=c1ccc2c(o1)/C(=C/C=C(Cl)Cl)CCC2	3%	14%	x	x	x	x	11	83	71
CC1(C)CC(=O)C(C=N)=C(O)C1	0%	3%	x	x	x	x	10	107	97

Copied from the list.
`COc1cccc(CSc2nnc(C(F)(F)F)n2Cc2ccc(F)cc2)c1` | IL1B NFkB inh cell count 2 µM = 150
`CCCCC1CC(C)(C(=O)CSc2nc3ccccc3s2)OC1=O` (configuration not stated) | MRP reversal cytotoxicity = 82
`CCOc1ccc(-n2cc(C(=O)N3CCC(C)CC3)c3cc(OC)c(OC)cc3c2=O)cc1` | MRP reversal = -18
`c1ccc(CNC2=NCCCC2)cc1` | IL1B NFkB pot = 1
`N#C/C(C(=O)c1ccccc1)=C1/SC=C(N)N1c1ccccc1` | MRP reversal with doxorubicin = 82
`COc1ccc(-c2noc(CSc3nc4sc(C)c(C)c4c(=O)n3-c3ccccc3)n2)cc1OC` | IL1B NFkB inh cell count 2 µM = 96

This is a subset; rates above refer to the full screens.
